# Epigenetic derep: epigenetic control regulation, reporter derepression; murine LDR cells, GFP reporter derepression, 30 h; Potency, µM (top dose mostly 53.9 µM), for the others: at the highest dose GFP activation, most hits filed as activators; hit rate 0.2% among 280,000; note: potency is the fitted concentration of half-maximal effect; % of control where 0% means no effect; nearly all actives have a fitted effect of over 60% in size
#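 Reporter derepression read as number of fluorescent GFP-positive objects, 20-120 um in size, counted by laser-scanning cytometer. Mouse LDR line with an epigenetically silenced CMV-GFP locus; compound incubation 30 h, 37 C.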
# HTT aggregate: reduces HttQ103-GFP aggregates in PC12 cells. AID 1688. hit rate 1.1% among 220,000. Potency, µM (series often up to 46.1 µM), inactives show top-dose activity change, negative = inhibition, usual class: inhibitors. PC12 HttQ103-GFP aggregates, Acumen cytometry, 40 h; note: potency is the fitted concentration of half-maximal effect; % is set by controls: 0 for no effect and ±100 for the full control effect; nearly all actives have a fitted effect of over 60% in size
#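 Aggregates are detected as GFP objects 1–25 µm with signal 6 STDEV over background in lysates of induced PC12 cells. These carry Huntingtin exon 1 with 103 glutamines fused to GFP under an ecdysone promoter; compounds titrated.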
# NPSR antag: blocks cAMP signaling of the human neuropeptide S receptor; CHO-NPSR cells, cAMP TR-FRET, antagonist mode; hit rate 1% among 220,000; Potency, µM (series often up to 38.3 µM), for the others: at the highest dose activity change, negative = inhibition, usual class: inhibitors; note: potency is the fitted concentration of half-maximal effect; % is set by controls: 0 for no effect and ±100 for the full control effect; nearly all actives have a fitted effect of over 50% in size; many of its hits are not listed in these tables
# L3MBTL1 block: inhibitors of human L3MBTL1 | AlphaScreen L3MBTL1–H3K9me1 peptide binding | Potency, µM (highest dose often 57.1 µM), for the others: top-dose activity, negative = inhibition, hits mostly inhibitors | hit rate 0.66% among 230,000; note: potency is the fitted concentration of half-maximal effect; % is set by controls: 0 for no effect and ±100 for the full control effect; nearly all actives have a fitted effect of over 60% in size
# Target sequence (Q9Y468 whole entry, looked up): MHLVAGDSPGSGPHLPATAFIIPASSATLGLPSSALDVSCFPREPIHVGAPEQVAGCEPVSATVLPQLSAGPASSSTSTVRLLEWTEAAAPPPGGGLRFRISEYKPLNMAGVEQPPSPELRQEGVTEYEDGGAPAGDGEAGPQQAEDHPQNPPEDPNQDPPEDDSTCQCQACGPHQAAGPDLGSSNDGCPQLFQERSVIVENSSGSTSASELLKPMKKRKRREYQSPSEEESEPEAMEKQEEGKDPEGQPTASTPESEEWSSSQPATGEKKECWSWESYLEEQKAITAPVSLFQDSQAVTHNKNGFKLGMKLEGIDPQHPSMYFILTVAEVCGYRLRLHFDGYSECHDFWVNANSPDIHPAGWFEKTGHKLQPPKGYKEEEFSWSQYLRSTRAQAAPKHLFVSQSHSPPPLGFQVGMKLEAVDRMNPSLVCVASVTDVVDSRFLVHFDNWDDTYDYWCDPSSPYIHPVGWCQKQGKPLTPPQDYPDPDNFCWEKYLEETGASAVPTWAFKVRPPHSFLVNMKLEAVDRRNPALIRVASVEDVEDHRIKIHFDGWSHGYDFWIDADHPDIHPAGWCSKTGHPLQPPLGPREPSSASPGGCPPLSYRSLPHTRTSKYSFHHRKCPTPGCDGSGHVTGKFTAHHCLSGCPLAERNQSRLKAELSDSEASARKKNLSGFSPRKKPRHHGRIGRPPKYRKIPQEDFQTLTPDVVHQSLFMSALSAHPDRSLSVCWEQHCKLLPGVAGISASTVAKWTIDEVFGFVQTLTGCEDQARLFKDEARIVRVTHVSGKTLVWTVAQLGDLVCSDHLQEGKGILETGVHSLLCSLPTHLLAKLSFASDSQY
#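 Displacement of a biotinylated histone H3(1-15) peptide monomethylated at Lys9 (75 nM) from L3MBTL1 (50 nM) was measured by AlphaScreen after a 30 min room-temperature compound incubation; cefsulodin titration served as intraplate control.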
# IMPase Li cell: IMPase inhibition in cells with lithium potentiation; hit rate 0.35% among 210,000; AID 1457; Potency, µM (highest dose often 59.4 µM), for the others: at the top dose activity, negative = IMPase inhibition, hits mostly inhibitors; CHO-M1 cells, IP1 TR-FRET (IP-One), carbachol + lithium;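 note: IP1 builds up when IMPase is blocked and the TR-FRET signal falls; potency is the fitted concentration of half-maximal effect; plate controls were basal vehicle for no effect and high inhibitor control for full effect; nearly all actives have a fitted effect of over 50% in size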
#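 Lithium-sensitised IP1 accumulation assay; M1-expressing CHO cells treated 30 min at 37C with compound. Competitive antibody detection by time-resolved FRET followed a 10 min room-temperature lysis step.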
# CBFb RUNX1 block: inhibitors of human CBF-beta and RUNX1 interaction | AlphaScreen CBFb-His/RUNX1-biotin binding, biochemical | Potency, µM (top dose mostly 59.8 µM), without a hit: at the highest dose activity, negative = inhibition, hits mostly inhibitors | 230,000 tested, under 10 active; note: % of control where 0% means no effect
#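 Read-out: AlphaScreen. Format: His-CBF-beta with biotinylated RUNX1 (30 nM each) preincubated 20 min, compound 15 min, Ni-chelate plus streptavidin beads 90 min; room temperature throughout.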
# KinaseGlo FLuc: counter-screen: inhibitors of Kinase-Glo firefly luciferase. Q27757. Kinase-Glo luciferase, ATP luminescence, 8 min. Potency, µM (top dose mostly 38.3 µM), without a hit: at the top dose activity change, negative = inhibition, most hits filed as inhibitors. hit rate 0.28% among 200,000; note: potency is the fitted concentration of half-maximal effect; % is set by controls: 0 for no effect and ±100 for the full control effect; nearly all actives have a fitted effect of over 60% in size
#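 Kinase-Glo luciferase light output from ATP and luciferin was measured with 10 uM ATP, within the enzyme's linear range. Buffer: 50 mM imidazole pH 7.2, 50 mM KCl, 7 mM MgCl2, 0.01% Tween 20, 0.05% BSA; luminescence read after 8 min at ambient temperature.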
# * hit, by the source's call; ? = inconclusive; . = no result given; [ ] = another dose, or the depositor's remark. Calls come from the whole dose curve; as a rule, active = well fitted curve in the direction sought with a large enough effect; inconclusive = small, poorly fitted or top-dose-only effect, or another doubt; inactive = no such curve, though single readings can be large; an effect the other way counts as inactive or inconclusive. An excerpt; count on the stated rates, not on these rows.
# Below each compound: Epigenetic derep	HTT aggregate	NPSR antag	L3MBTL1 block	IMPase Li cell	CBFb RUNX1 block	KinaseGlo FLuc
O=C(c1ccccc1)c1cc2c(cc1[N+](=O)[O-])OCCO2
→ -3.3%	1.9%[9.22 µM]	6.3%	-3.0%	15.3%	-1.9%	-3.3%
C[n+]1cccc2c(Br)ccc([O-])c21
→ 3.2%	-19.4%[9.22 µM]	32.7%	?	.	?	.
CCN(CC)S(=O)(=O)c1ccc(N2CCOCC2)c(NC(=O)Cc2ccccc2)c1
→ 0.0%	27.9%	-7.0%	-14.5%	11.3%	-1.6%	2.2%
CN1CCCN(C(=O)c2cc(-c3ccc(Cl)c(Cl)c3Cl)nc3ccccc23)CC1
→ -1.6%	?	?	-28.0%	6.4%	-0.7%	0.8%
COc1ccc[nH]c1=O
→ 0.0%	26.8%	-13.6%[46.1 µM]	7.5%	-5.6%	3.8%	4.9%
COC(=O)c1ccc(OC(=O)c2ccco2)cc1
→ -0.5%	-14.4%	-4.2%[46.1 µM]	7.5%	-3.1%[38.3 µM]	-0.9%	-0.9%
Cc1cc(C)nc(/N=C(/NC(=O)Nc2ccc(Cl)c(Cl)c2)Nc2cccc(Cl)c2)n1
→ 1.0%	8.4%	-1.6%	4.5%	-11.0%	1.5%	1.0%
O=C(/C=C/c1ccccc1Cl)Nc1cccc(S(=O)(=O)NC2=NCCCCC2)c1
→ -1.0%	1.0%	-1.9%	4.6%	6.4%	-9.1%	3.2%
Nc1n[nH]c(C2CC2)c1N=Nc1ccc(Cl)c(Cl)c1
→ 6.3%	-21.4%[9.22 µM]	-16.1%	?	.	?	.
O=C(NCCc1c[nH]c2ccccc12)/C(=C/c1cccnc1)NC(=O)c1ccccc1
→ 3.9%	-6.3%	-3.4%	.	-8.6%	4.4%	3.6%
O=C1CCc2cc(S(=O)(=O)NC(Cc3ccccc3)C(=O)N3CCN(c4ccccn4)CC3)ccc2N1 (configuration not stated)
→ -0.2%	-22.5%	-9.9%	.	-5.2%	-0.8%	-2.7%
O=C(Nc1ccncc1)c1ccccc1F
→ 3.5%	?	-6.3%[46.1 µM]	6.4%	-3.0%[38.3 µM]	8.3%	6.9%
Clc1ccc(CSc2nc3ccncc3[nH]2)cc1
→ 0.0%	-23.5%	-7.2%[46.1 µM]	.	-7.7%[38.3 µM]	-2.2%	?
CCOC(=O)c1nn(-c2ccccc2)c(C#N)c1NC(=O)c1nn(CC)cc1Br
→ -1.5%	13.0%	?	.	4.0%[38.3 µM]	-2.5%	-3.2%
CSCCCNC(=O)c1ccccc1OC1CCN(S(C)(=O)=O)CC1
→ 10.1%	10.3%[9.22 µM]	-7.2%	9.8%	7.0%	10.1%	1.7%
CCN(C1CCCCC1)S(=O)(=O)c1ccc(S(=O)(=O)NCc2ccncc2)cc1
→ -1.3%	?	-19.0%[46.1 µM]	-0.9%	6.1%[38.3 µM]	0.7%	0.5%
COc1cc(CNC(=O)c2ccc(Cn3nc(C)c(Cl)c3C)o2)cc(OC)c1
→ 1.1%	-19.6%	-25.6%[46.1 µM]	.	0.7%[38.3 µM]	9.2%	4.0%
COc1ccc(NC(=S)N2CCc3ccccc3C2)cc1
→ -0.9%	17.5%	-4.6%	-13.0%	-0.3%	-5.4%	-0.1%
CN1CCN(Cc2ccc(Sc3ccc(Cl)cc3)c([N+](=O)[O-])c2)CC1
→ -1.2%	-25.7%	-35.7%	1.6%	30.3%[activator]	-28.7%	4.2%
CN(C)CCCN(C(=O)/C=C/c1cccs1)c1nc2c(F)cccc2s1
→ 6.5%	?	?	-28.6%	0.2%	9.7%	-2.1%
O=C(Cn1cnc2c(nnn2-c2cccc(Cl)c2)c1=O)NCc1ccccc1
→ -0.2%	-20.2%[9.22 µM]	-18.8%	0.0%	-2.6%	19.1%	.
COC(=O)c1oc2ccc(Br)cc2c1NC(C)=O
→ -0.8%	-8.8%	2.5%[46.1 µM]	-1.3%	16.3%[38.3 µM]	1.7%	5.4%
Cc1cccc(N(Cc2cc3ccc(C)cc3[nH]c2=O)C(=O)c2ccco2)c1
→ 4.3%	5.7%[9.22 µM]	11.9%	-21.0%	.	-2.0%	.
O=C(O)C1=C[C@@H](c2ccc3c(c2)OCO3)C[C@@H](OCc2ccc(CO)cc2)O1
→ -0.7%	3.9%[9.22 µM]	-0.2%	8.2%	-0.5%	4.2%	.
CN(c1ccccc1)S(=O)(=O)c1ccc(NC(=O)c2ccco2)cc1
→ -0.6%	-6.5%	-10.3%	?	31.9%[activator]	-12.0%	-3.2%
COc1ccc(/C=N/NC(=O)c2ccc(CSc3nc(C)cc(C)n3)cc2)cc1O
→ 0.0%	26.2%	-1.0%	-4.4%	15.7%	7.5%	-0.1%
CCCOc1ccc(N2C(=O)CC(N(CCc3ccc(OC)c(OC)c3)C(=O)c3ccccc3)C2=O)cc1 (configuration not stated)
→ -0.4%	4.9%[9.22 µM]	?	-3.2%	.	-7.2%	.
COc1cc(Cl)cc(/C=N/NC(N)=O)c1O
→ 2.6%	4.3%[9.22 µM]	2.3%	3.6%	-4.8%	-0.4%	-2.0%
COc1ccccc1-n1c(-c2ccccc2)n[nH]c1=S
→ -0.7%	37.6%[9.22 µM]	-2.7%	-1.7%	-11.7%	0.4%	7.1%
CN(C)C(=O)N1CCCC(C(=O)NCCc2ccccc2)C1 (configuration not stated)
→ -2.0%	6.4%	-4.0%[46.1 µM]	-15.0%	-0.9%[38.3 µM]	-14.6%	-2.4%

# The closing 3 compounds of the part before come first, to join the parts:
# Below each compound: Epigenetic derep	HTT aggregate	NPSR antag	L3MBTL1 block	IMPase Li cell	CBFb RUNX1 block	KinaseGlo FLuc
COc1cc(Cl)cc(/C=N/NC(N)=O)c1O
→ 2.6%	4.3%[9.22 µM]	2.3%	3.6%	-4.8%	-0.4%	-2.0%
COc1ccccc1-n1c(-c2ccccc2)n[nH]c1=S
→ -0.7%	37.6%[9.22 µM]	-2.7%	-1.7%	-11.7%	0.4%	7.1%
CN(C)C(=O)N1CCCC(C(=O)NCCc2ccccc2)C1 (configuration not stated)
→ -2.0%	6.4%	-4.0%[46.1 µM]	-15.0%	-0.9%[38.3 µM]	-14.6%	-2.4%
Nc1nc(Cn2nnc(-c3ccccc3Cl)n2)nc(N2CCOCC2)n1
→ -2.1%	-8.5%	-8.7%[46.1 µM]	3.0%[11.4 µM]	19.8%[38.3 µM]	4.7%	3.7%
Cc1cccc(S(=O)(=O)Nc2ccc(-c3cn4ccccc4n3)cc2)c1
→ 0.0%	-4.4%	-11.0%[46.1 µM]	-4.0%	4.3%	-2.1%	2.1%
CNc1nc(Cl)c(SC)c(N2CCOCC2)n1
→ -1.1%	3.9%	10.7%	-3.7%	29.8%	10.6%	1.2%
c1ccc(-c2nc(-c3cccs3)[nH]c2-c2ccccc2)cc1
→ -1.1%	-6.3%	-17.5%[46.1 µM]	-2.9%	-8.5%[38.3 µM]	-6.4%	-3.1%
COc1ccc2c(c1)CCc1sc(NC(=O)c3ccc(C)cc3)nc1-2
→ 1.8%	1.5%	?	6.6%	14.5%[38.3 µM]	13.8%	-0.7%
CC(C(N)=O)N1C(=O)c2cccc3cccc1c23 (configuration not stated)
→ -0.7%	?	-5.0%[46.1 µM]	.	17.5%[38.3 µM]	3.0%	-1.8%
Cc1cc(C)n2nc(SCC(=O)Nc3c(C)nn(-c4ccccc4)c3C)nc2n1
→ -0.3%	-14.1%	-3.4%[46.1 µM]	.	4.3%[38.3 µM]	3.3%	-1.0%
N#CCSC1=Nc2ccccc2C2=NC(CCC(=O)N3CCN(c4ccccc4)CC3)C(=O)N12 (configuration not stated)
→ -1.0%	-8.3%	-4.7%[46.1 µM]	.	3.9%[38.3 µM]	-2.7%	-3.7%
C=C(C)COc1ccc2c(CC)cc(=O)oc2c1C
→ -1.0%	11.8%	-1.7%	22.2%	6.8%	11.3%	2.2%
COc1ccc(S(=O)(=O)N(CC(=O)NCc2ccco2)c2ccccc2)cc1
→ 0.0%	-1.6%	-5.7%[46.1 µM]	.	15.8%[38.3 µM]	-12.0%	-0.6%
c1ccn2c(SCc3ccc4c(c3)OCO4)nnc2c1
→ -2.0%	-3.2%	0.4%[46.1 µM]	-4.6%	-19.3%[38.3 µM]	-2.5%	-11.3%
Cc1nn(-c2ccccc2)c2c1C1(C(=O)N(C(C)C)c3ccccc31)C(C#N)=C(N)O2 (configuration not stated)
→ -1.0%	16.5%	?	.	38.1%[activator][38.3 µM]	-7.4%	-1.9%
CC(=O)N1CCc2cc(S(=O)(=O)NCCC(=O)NC3CCN(Cc4ccccc4)CC3)ccc21
→ 0.0%	-12.7%	-9.0%[46.1 µM]	.	23.3%[38.3 µM]	2.1%	1.7%
O=C(NCc1ccc2c(c1)OCO2)c1ccc(S(=O)(=O)NCC2CCCO2)cc1 (configuration not stated)
→ 1.2%	-13.8%	-9.7%[46.1 µM]	.	10.8%[38.3 µM]	6.9%	3.3%
O=C(NCc1ccccc1Cl)C1CCN(C(=O)c2sccc2-n2cccc2)CC1
→ -0.8%	-10.2%	-15.6%[46.1 µM]	-5.9%	21.4%[38.3 µM]	2.1%	2.5%
C=CCNC(=O)c1ccc(N(C)S(=O)(=O)c2ccc(OC)cc2)cc1
→ -1.6%	-7.4%	-4.9%[46.1 µM]	.	0.9%[38.3 µM]	1.9%	-0.8%
CCc1ccc(S(=O)(=O)NCCc2csc(C)n2)s1
→ -3.8%	8.3%[9.22 µM]	13.9%	3.5%	6.7%	10.5%	-1.6%
O=C(COC(=O)c1ccc(Br)c(S(=O)(=O)N2CCOCC2)c1)NCC1CCCO1 (configuration not stated)
→ -6.3%	18.4%	6.4%[46.1 µM]	3.6%	0.4%[38.3 µM]	-0.9%	1.4%
CC(=O)c1ccc(O)c(CSC2=NCCS2)c1
→ -2.0%	11.5%	13.8%	6.5%	0.5%	1.8%	0.6%
COc1ccc(/C(O)=C2/C(=O)C(=O)N(CCN(C)C)C2c2ccccc2)cc1Cl (configuration not stated)
→ -0.9%	-10.3%	12.9%[46.1 µM]	.	-23.0%[38.3 µM]	5.4%	-1.7%
O=C(Cc1cccs1)Nc1ccc(-c2nnc(-c3ccco3)o2)cc1
→ ?	?	-9.8%	3.2%	-3.1%	7.7%	0.0%
Cc1ccc(C)c(-n2c(SCC(N)=O)nnc2-c2ccccn2)c1
→ -0.7%	-0.9%	-8.3%[46.1 µM]	?	-12.3%[38.3 µM]	-7.4%	10.0%
Cc1cccc(NC(=O)c2oc3ccc(S(=O)(=O)N4CCOCC4)cc3c2C)c1C
→ -0.4%	-5.9%	-15.6%[46.1 µM]	-8.2%	4.4%[38.3 µM]	2.0%	-4.5%

# Bioassay records deposited in PubChem BioAssay by National Center for Advancing Translational Sciences (NCATS).
